NSD2 inh: inhibitors of human NSD2 methyltransferase. inhibition, % at 12.5 µM. hit rate 0.07% among 44,000. O96028. NSD2-SET H3K36me1 DELFIA fluorescence, biochemical; in the data active = inhibition above about 54%, passing the limit was not always enough;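 note: inhibitors reduce the monomethyl H3K36 fluorescence signal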
An asterisk follows results filed as active. These rows are one share of the data; count on the stated rates, not on these rows.

Molecule | NSD2 inh
CC(C)C#Cc1cnc2c(c1)C(=O)N([C@H](C)CO)C[C@@H](C)[C@H](CN(C)C(=O)c1cccc(F)c1)O2 | 0
C[C@H]1CN([C@@H](C)CO)C(=O)Cc2cc(NC(=O)Cc3ccccc3)ccc2O[C@@H]1CN(C)S(=O)(=O)c1cn(C)cn1 | 5
CN(C)CCCOc1ccc(/C=N/NC(=O)c2ccccn2)cc1 | 4
C[C@H](CO)N1C[C@H](C)[C@@H](CN(C)S(=O)(=O)c2ccc(Cl)cc2)Oc2ccc(NS(=O)(=O)c3cccs3)cc2CC1=O | -6
C#CCNC(=O)C1=C[C@H](c2ccc(Br)cc2)C[C@H](OCCCCO)O1 | -1
CC(=O)N(C)C[C@@H]1Oc2ncc(-c3ccccc3F)cc2C(=O)N([C@H](C)CO)C[C@@H]1C | -4
C[C@@H]1CN([C@H](C)CO)C(=O)Cc2cc(NC(=O)C3CCCCC3)ccc2O[C@@H]1CN(C)S(=O)(=O)c1cccs1 | 1
C[C@@H]1CN([C@H](C)CO)C(=O)Cc2cc(NS(=O)(=O)c3ccc(Cl)cc3)ccc2O[C@H]1CN(C)S(=O)(=O)c1cn(C)cn1 | 10
C[C@H](CO)N1C[C@H](C)[C@H](CN(C)C(=O)C2CC2)Oc2cc(-c3cncnc3)ccc2S1(=O)=O | 7
Cc1ccc(S(=O)(=O)Nc2ccc3c(c2)C(=O)N([C@H](C)CO)C[C@@H](C)[C@@H](CN(C)Cc2ccc(-c4ccccc4)cc2)O3)cc1 | -4
C[C@@H]1CN([C@@H](C)CO)C(=O)c2cc(NC(=O)Nc3ccc(F)cc3)ccc2O[C@H]1CN(C)C | 3
Cc1cccc(S(=O)(=O)N(C)C[C@H]2OCc3cnnn3CCCC(=O)N([C@@H](C)CO)C[C@H]2C)c1 | 0
Cc1ccc(S(=O)(=O)N(C)C[C@@H]2Oc3ccc(NC(=O)Nc4ccc5c(c4)OCO5)cc3CC(=O)N([C@@H](C)CO)C[C@H]2C)cc1 | 4
C[C@@H](NC(=O)C[C@H]1C[C@H]2c3cc(NC(=O)Nc4ccccc4F)ccc3O[C@H]2[C@@H](CO)O1)c1ccccc1 | 5
C[C@@H]1CN([C@H](C)CO)C(=O)c2cc(NS(=O)(=O)c3cccs3)ccc2O[C@@H](C)CCCCO[C@H]1CN(C)Cc1ccc(C(F)(F)F)cc1 | -3
C/C=C/c1cnc2c(c1)C(=O)N([C@@H](C)CO)C[C@@H](C)[C@@H](CN(C)Cc1ccc3c(c1)OCO3)O2 | -6
C[C@@H]1CN([C@H](C)CO)C(=O)c2cccc(NC(=O)C3CCOCC3)c2O[C@H]1CN(C)CC1CCCCC1 | 4
C[C@@H]1CN([C@H](C)CO)C(=O)c2cc(NC(=O)Nc3ccc(C(F)(F)F)cc3)ccc2O[C@H]1CN(C)C(=O)Nc1cccc2ccccc12 | -4
COc1cccc(C#Cc2ccc3c(c2)O[C@H](CN(C)C)[C@H](C)CN([C@@H](C)CO)S3(=O)=O)c1 | 4
C[C@H](CO)N1C[C@H](C)[C@H](CN(C)S(=O)(=O)c2cccs2)Oc2c(NS(=O)(=O)c3ccc(Cl)cc3)cccc2C1=O | -2
Cc1ccc(S(=O)(=O)N(C)C[C@@H]2Oc3ccc(NC(=O)Nc4ccc5c(c4)OCO5)cc3C(=O)N([C@@H](C)CO)C[C@@H]2C)cc1 | -6
C[C@H]1CN([C@@H](C)CO)C(=O)Cc2cc(NS(=O)(=O)c3cccs3)ccc2O[C@H]1CN(C)S(=O)(=O)c1cccs1 | 0
C[C@H](CO)N1C[C@H](C)[C@@H](CN(C)C(=O)Nc2ccc(F)cc2)Oc2ccc(NS(=O)(=O)c3ccc(F)cc3)cc2CC1=O | 2
CCCNC(=O)N(C)C[C@@H]1Oc2ncc(C#CC3CC3)cc2C(=O)N([C@@H](C)CO)C[C@@H]1C | 6

Three of the entries above in order of their number in NSD2 inh, largest number first.
Molecule | NSD2 inh
CCCNC(=O)N(C)C[C@@H]1Oc2ncc(C#CC3CC3)cc2C(=O)N([C@@H](C)CO)C[C@@H]1C | 6
C[C@@H]1CN([C@H](C)CO)C(=O)c2cc(NC(=O)Nc3ccc(C(F)(F)F)cc3)ccc2O[C@H]1CN(C)C(=O)Nc1cccc2ccccc12 | -4
Cc1ccc(S(=O)(=O)N(C)C[C@@H]2Oc3ccc(NC(=O)Nc4ccc5c(c4)OCO5)cc3C(=O)N([C@@H](C)CO)C[C@@H]2C)cc1 | -6

Returning to the listing; the 2 compounds before the break are reprinted first.
Molecule | NSD2 inh
C[C@H](CO)N1C[C@H](C)[C@@H](CN(C)C(=O)Nc2ccc(F)cc2)Oc2ccc(NS(=O)(=O)c3ccc(F)cc3)cc2CC1=O | 2
CCCNC(=O)N(C)C[C@@H]1Oc2ncc(C#CC3CC3)cc2C(=O)N([C@@H](C)CO)C[C@@H]1C | 6
C[C@@H]1CN([C@H](C)CO)S(=O)(=O)c2ccc(C#CC3(O)CCCC3)cc2O[C@@H]1CN(C)C | 7
C[C@H](CO)N1C[C@H](C)[C@@H](CN(C)C(=O)CN2CCOCC2)Oc2cc(/C=C/c3ccccc3)ccc2S1(=O)=O | 1
C[C@@H]1CN([C@H](C)CO)C(=O)Cc2cc(NS(=O)(=O)c3ccc(Cl)cc3)ccc2O[C@H]1CN(C)Cc1ccc(-c2ccccc2)cc1 | -11
COCC(=O)Nc1ccc2c(c1)[C@H]1C[C@H](CC(=O)NCc3ccc(OC)cc3)O[C@H](CO)[C@H]1O2 | 3
C[C@H](CO)N1C[C@H](C)[C@@H](CN(C)S(=O)(=O)c2cn(C)cn2)Oc2ccc(NS(C)(=O)=O)cc2C1=O | 4
Cc1ccc(-c2cnc3c(c2)C(=O)N([C@H](C)CO)C[C@H](C)[C@H](CN(C)CC2CCOCC2)O3)cc1 | 14
COCC#Cc1cnc2c(c1)C(=O)N([C@@H](C)CO)C[C@H](C)[C@@H](CN(C)C(=O)c1cccnc1)O2 | 2
C[C@H]1CN([C@@H](C)CO)C(=O)c2cccc(NS(C)(=O)=O)c2O[C@H]1CN(C)Cc1ccc(Oc2ccccc2)cc1 | 0
NC(=O)C1=C[C@H](c2ccc(Br)cc2)C[C@H](OCc2ccc(CO)cc2)O1 | -7
CC(=O)N(/N=C1\Sc2ccccc2C1=O)c1ccccc1 | 9
C[C@H]1CN([C@@H](C)CO)C(=O)c2cccc(N(C)C)c2O[C@@H]1CN(C)Cc1ccc(C(=O)O)cc1 | -6
Cc1noc(C)c1NC(=O)Nc1cccc2c1O[C@H](CN(C)C(=O)Nc1ccccc1)[C@@H](C)CN([C@@H](C)CO)C2=O | 1
C[C@H](CO)N1C[C@H](C)[C@H](CN(C)Cc2ccc(C(=O)O)cc2)Oc2ccc(NC(=O)Nc3ccc4c(c3)OCO4)cc2CC1=O | 4
COc1ccccc1S(=O)(=O)N(C)C[C@H]1Oc2cc(C#CCC(C)C)ccc2S(=O)(=O)N([C@@H](C)CO)C[C@@H]1C | 2
COCC#Cc1cnc2c(c1)C(=O)N([C@@H](C)CO)C[C@H](C)[C@@H](CN(C)C(=O)c1cnccn1)O2 | 6
O=C(NO)c1ccc(C(=O)N/N=C/c2cc(Br)ccc2O)cc1 | 12
CC(C)CC#Cc1cnc2c(c1)C(=O)N([C@H](C)CO)C[C@H](C)[C@@H](CN(C)Cc1ccccc1)O2 | -7
COc1ccc(NC(=O)Nc2ccc3c(c2)C(=O)N([C@H](C)CO)C[C@@H](C)[C@@H](CN(C)S(=O)(=O)c2ccccc2)OCCCC[C@H](C)O3)cc1 | 11
C[C@H](CO)N1C[C@H](C)[C@H](CN(C)C(=O)C2CCOCC2)Oc2ncc(-c3ccccc3)cc2C1=O | 0
C[C@@H]1CN([C@@H](C)CO)C(=O)Cc2cc(NS(C)(=O)=O)ccc2O[C@@H]1CN(C)C | 6
C[C@H](CO)N1C[C@H](C)[C@H](CN(C)CC2CC2)Oc2cc(C#Cc3cccnc3)ccc2S1(=O)=O | 5
C[C@@H]1CCCCO[C@H](CN(C)C(=O)Nc2cccc3ccccc23)[C@H](C)CN([C@@H](C)CO)C(=O)c2cc(NC(=O)c3ccncc3)ccc2O1 | -3
CC(=O)N(C)C[C@@H]1Oc2ncc(-c3ccc(C)cc3)cc2C(=O)N([C@H](C)CO)C[C@@H]1C | 4
COc1ccc(NC(=O)Nc2ccc3c(c2)C(=O)N([C@@H](C)CO)C[C@@H](C)[C@@H](CN(C)Cc2ccccc2)OCCCC[C@H](C)O3)cc1 | 5
C[C@@H]1CN([C@@H](C)CO)S(=O)(=O)c2ccc(-c3cccnc3)cc2O[C@@H]1CN(C)Cc1ccncc1 | -2
CNC[C@H]1Oc2c(NC(=O)Nc3ccc(C(F)(F)F)cc3)cccc2C(=O)N([C@H](C)CO)C[C@@H]1C | -1
Cc1noc(C)c1S(=O)(=O)N(C)C[C@@H]1Oc2c(NC(=O)c3cnccn3)cccc2C(=O)N([C@@H](C)CO)C[C@@H]1C | -2
CC(C)NC(=O)Nc1cccc2c1O[C@H](CN(C)Cc1ccc(C(=O)Nc3ccccc3N)cc1)[C@H](C)CN([C@H](C)CO)C2=O | 2
C[C@@H]1CN([C@@H](C)CO)S(=O)(=O)c2ccc(C3=CCCC3)cc2O[C@@H]1CN(C)S(=O)(=O)c1cn(C)cn1 | -9
COc1ccc(-c2cnc3c(c2)C(=O)N([C@H](C)CO)C[C@@H](C)[C@@H](CN(C)C(=O)CN(C)C)O3)cc1 | 3
C[C@@H]1CCCCO[C@H](CN(C)C)[C@@H](C)CN([C@H](C)CO)C(=O)c2cc(NS(=O)(=O)c3cccs3)ccc2O1 | -3
C[C@H]1CCCCO[C@H](CN(C)C(=O)Nc2ccc3c(c2)OCO3)[C@@H](C)CN([C@@H](C)CO)C(=O)c2cc(NC(=O)Nc3ccc(F)cc3)ccc2O1 | -6
COc1ccc(C(C)=O)cc1CSc1nc(C)cc(C)n1 | 7
C[C@H]1CN([C@@H](C)CO)C(=O)c2cc(NC(=O)Nc3ccc(C(F)(F)F)cc3)ccc2O[C@H]1CN(C)S(C)(=O)=O | -4
C[C@@H]1CN([C@@H](C)CO)C(=O)CCCn2cc(nn2)CO[C@@H]1CN(C)C(=O)Oc1ccccc1 | 0
COc1ccc(NC(=O)Nc2ccc3c(c2)C(=O)N([C@H](C)CO)C[C@H](C)[C@H](CN(C)CC2CCCCC2)O3)cc1 | 2

> CC(C)C#Cc1ccc2c(c1)O[C@H](CN(C)C(=O)CC1CC1)[C@H](C)CN([C@H](C)CO)S2(=O)=O
  NSD2 inh = 0
> C[C@@H]1CN([C@H](C)CO)C(=O)c2cc(C#CCc3ccccc3)cnc2O[C@@H]1CN(C)C(=O)C1CC1
  NSD2 inh = -7
> COc1ccc(S(=O)(=O)N(C)C[C@@H]2Oc3ccc(NC(=O)CCCN(C)C)cc3CC(=O)N([C@H](C)CO)C[C@H]2C)cc1
  NSD2 inh = 8
> C/C=C/c1cnc2c(c1)C(=O)N([C@H](C)CO)C[C@H](C)[C@@H](CN(C)Cc1ccccc1F)O2
  NSD2 inh = -4
> C[C@H]1CN([C@@H](C)CO)C(=O)c2cccc(NS(=O)(=O)c3ccc(Cl)cc3)c2O[C@@H]1CN(C)C(=O)Nc1cccc2ccccc12
  NSD2 inh = 6
> C[C@@H]1CN([C@H](C)CO)C(=O)c2cccc(NC(=O)C3CCCCC3)c2O[C@H]1CN(C)C(=O)Nc1ccccc1
  NSD2 inh = -1
> Cc1noc(C)c1S(=O)(=O)N(C)C[C@H]1Oc2ccc(NC(=O)CCC(F)(F)F)cc2CC(=O)N([C@H](C)CO)C[C@H]1C
  NSD2 inh = 0
> C[C@H]1CN([C@@H](C)CO)C(=O)CCCn2cc(nn2)CO[C@@H]1CN(C)Cc1ccncc1
  NSD2 inh = -2
> O=S(=O)(/N=C(/Nc1cc(N2CCOCC2)ncn1)c1ccccc1)c1ccccc1
  NSD2 inh = -1
> CCOC(=O)c1cn(C[C@H](Cc2ccccc2)NC(=O)N[C@H](CO)CCc2oc(C(C)=O)c(C(=O)OC)c2C(=O)OC)nn1
  NSD2 inh = 0
> CCC(C)C(O)C(C)(O)/C=C/C1=CC2=CC(=O)C(C)(O)C(O)C2CO1 (configuration not stated)
  NSD2 inh = 7
> C[C@@H]1CN([C@@H](C)CO)C(=O)c2cc(C#C[C@@H](C)O)cnc2O[C@H]1CN(C)C(=O)c1ccccc1
  NSD2 inh = 0
> COc1ccc([Si](C)(C)[C@H]2[C@H](CCn3cc(CCO)nn3)O[C@@]3(C(=O)N(Cc4cccc(N5CCC5=O)c4)c4ccccc43)[C@@H]2C)cc1
  NSD2 inh = -3
> COc1ccccc1-c1ccc2c(c1)O[C@@H](CN(C)CC1CCOCC1)[C@H](C)CN([C@@H](C)CO)S2(=O)=O
  NSD2 inh = 5
> CC(C)CC#Cc1ccc2c(c1)O[C@@H](CN(C)CC1CCOCC1)[C@@H](C)CN([C@@H](C)CO)S2(=O)=O
  NSD2 inh = -2

> Cc1noc(C)c1S(=O)(=O)Nc1ccc2c(c1)CC(=O)N([C@@H](C)CO)C[C@@H](C)[C@@H](CN(C)S(=O)(=O)c1ccccc1)O2
  NSD2 inh = 3
> O=C(NCc1ccccc1)[C@@]1(CCS(=O)(=O)c2ccccc2)COC(c2ccc(OCCCO)cc2)=N1
  NSD2 inh = 5
> C[C@H](CO)N1C[C@H](C)[C@@H](CN(C)C(=O)Nc2ccccc2)OCCCC[C@H](C)Oc2ccc(NS(C)(=O)=O)cc2C1=O
  NSD2 inh = 3
> C[C@@H]1CN([C@@H](C)CO)C(=O)c2cc(NC(=O)C3CC3)ccc2O[C@@H]1CN(C)C(=O)NC1CCCCC1
  NSD2 inh = 5
> COc1cccc2c1NC1CC(C)CCC1C2(C)C (configuration not stated)
  NSD2 inh = -1
> CC(C)NC(=O)N(C)C[C@H]1OCc2ccccc2-c2c(n(C)c3ccccc23)C(=O)N([C@@H](C)CO)C[C@H]1C
  NSD2 inh = -4
> C[C@H]1CN([C@@H](C)CO)C(=O)Cc2cc(NS(=O)(=O)c3cn(C)cn3)ccc2O[C@@H]1CN(C)Cc1ccc(C(=O)O)cc1
  NSD2 inh = 1
> COc1ccc(S(=O)(=O)N(C)C[C@H]2Oc3ccc(NC(=O)NC4CCCCC4)cc3CC(=O)N([C@H](C)CO)C[C@@H]2C)cc1
  NSD2 inh = -4

Filtered by structure: those above containing bromine (three)
> C#CCNC(=O)C1=C[C@H](c2ccc(Br)cc2)C[C@H](OCCCCO)O1
  NSD2 inh = -1
> NC(=O)C1=C[C@H](c2ccc(Br)cc2)C[C@H](OCc2ccc(CO)cc2)O1
  NSD2 inh = -7
> O=C(NO)c1ccc(C(=O)N/N=C/c2cc(Br)ccc2O)cc1
  NSD2 inh = 12
